OXTR potentiate = potentiators of human oxytocin receptor; P30559; CHO-OTR cells, Fluo-8 calcium fluorescence, potentiator mode; 0% = oxytocin EC15, 100% = EC100; activation, % at 3 µM; 320,000 compounds, 0.061% hits;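 active = activation above that plate's cutoff, the mean activation of tested compounds plus 3 SD, cut at about 6.6% in these data, passing the limit was not always enough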;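 also: 100% uses oxytocin at 75 nM as the full agonist control; some results filed as inactive read as strong as hits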
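Material: human OTR in CHO cells. Compound: 3.0 µM, one dose. Timing: compound 6 min at room temperature before oxytocin, 100 s read. Evaluation: % activation of max/min ratio relative to oxytocin controls. Replication: single well per compound, singlicate. Signal: Fluo-8 calcium dye fluorescence.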
M1 PAM parental = nonselective activator or artifact in parental CHO-K1 calcium assay | ATP EC20, Fluo-8 calcium fluorescence; 0% at ATP EC20, 100% at ATP max | activation, % at 3 µM | 360,000 compounds, 0.02% hits | AID 602247;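 active = activation above the run cutoff, the mean activation of all test compounds plus 3 SD, cut at about 40% in these data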;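 also: peak over basal fluorescence ratio in a 140 s read after ATP addition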
V1R ag counter = activates human V1a receptor in oxytocin agonist counter-screen; P37288; CHO-V1R cells, Fluo-8 calcium fluorescence, agonist mode; 0% DMSO, 100% 3 nM vasopressin; activation, % at 3 µM; 320,000 compounds, 0.25% hits; AID 2797;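 active = activation above the mean activation of all tested compounds plus 3 SD, per screening run, cut at about 20% in these data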;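 also: signal is peak over basal fluorescence ratio across a 100 second FLIPR read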
TAAR1 ag = agonists of human TAAR1 | Q96RJ0 | CHO RD-HGA16 TAAR1, Fluo-8 calcium fluorescence; vehicle wells 0%, saturating PEA agonist 100% | activation, % at 3 µM | 360,000 compounds, 0.99% hits | AID 624467;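 active = activation above the mean activation of all test compounds in the run plus 3 SD, cut at about 38% in these data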
Target sequence (Q96RJ0 whole entry, looked up): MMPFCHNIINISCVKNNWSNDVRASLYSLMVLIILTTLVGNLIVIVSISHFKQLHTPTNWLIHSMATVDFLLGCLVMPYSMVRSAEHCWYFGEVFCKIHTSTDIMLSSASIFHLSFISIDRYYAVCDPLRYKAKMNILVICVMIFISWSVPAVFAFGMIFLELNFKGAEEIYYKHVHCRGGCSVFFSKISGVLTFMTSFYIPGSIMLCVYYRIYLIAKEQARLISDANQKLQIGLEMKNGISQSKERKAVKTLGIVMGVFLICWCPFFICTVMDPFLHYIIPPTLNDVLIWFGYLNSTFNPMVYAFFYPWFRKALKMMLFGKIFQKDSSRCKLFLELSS
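Signal – calcium-sensitive Fluo-8 signal, excitation 470-495, emission 515-575 nm · System – RD-HGA16 (CHO) cells co-expressing Gα16 and hTAAR1 · Incubation – 17-24 h seeding, 75 min 37 °C dye, 30 min RT · Compound dosing – 3 µM single concentration · Repeats – no replicates (n 1)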
TAAR1 antag = antagonists of human TAAR1. Q96RJ0. CHO RD-HGA16 TAAR1, Fluo-8 calcium fluorescence, antagonist. inhibition, % at 3 µM. 360,000 compounds, 1.5% hits. AID 624466;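 active = inhibition above a per-plate cutoff, the mean inhibition of test compounds on that plate plus 3 SD, cut at about 49% in these data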;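 also: 0% = DMSO plus EC80 beta-PEA response and 100% = DMSO alone without agonist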
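Test system: RD-HGA16 CHO cells with stable hTAAR1 and Gα16 / Probe or stimulus: EC80 β-phenethylamine stimulus / Times: seeding 17-24 h prior, 75-min 37 °C, 30-min RT dye loading / Detection: Fluo-8 calcium-sensitive fluorescence / Read-out basis: % inhibition scaled between DMSO and EC80 PEA controls / Repeats: singlicate, one well per test compound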
CHO parental Ca = counter-screen for OX1R antagonists: effect in parental CHO cells; parental CHO-K1, ATP-induced calcium, Fluo-8 fluorescence; inhibition, % at 5.6 µM; 330,000 compounds, 0.63% hits;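 active = inhibition above that plate's mean sample inhibition plus 3 SD, cut at about 26% in these data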;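 also: 0% = ATP-challenged DMSO wells and 100% = DMSO wells without ATP; some compounds past the cut are filed as inactive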
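Material: parental CHO cells / Compound: single nominal dose of 5.6 µM per compound / Signal: Fluo-8 fluorescence / Replicates: singlicate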
CHO-K1 Ca antag = counter-screen for M1 antagonists: effect in parental CHO-K1 cells. AID 602250. ATP-induced calcium, Fluo-8 fluorescence. inhibition, % at 3 µM. 360,000 compounds, 0.6% hits;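 active = inhibition above a per-plate cutoff, the plate's mean sample inhibition plus 3 SD, cut at about 24% in these data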;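 also: 0% = DMSO plus EC80 ATP and 100% = DMSO alone without ATP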
CHRM1 agonist = agonists of human M1 muscarinic receptor; CHO-K1 hM1, Fluo-8 calcium fluorescence, agonist mode; 0% DMSO, 100% acetylcholine EC100; activation, % at 3 µM; P11229; AID 588814; 360,000 compounds, 0.33% hits;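 active = activation above the run's mean compound activation plus 3 SD, cut at about 16% in these data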;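 also: peak over basal fluorescence ratio within a 140 s kinetic read after compound addition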
Target sequence (P11229 whole entry, looked up): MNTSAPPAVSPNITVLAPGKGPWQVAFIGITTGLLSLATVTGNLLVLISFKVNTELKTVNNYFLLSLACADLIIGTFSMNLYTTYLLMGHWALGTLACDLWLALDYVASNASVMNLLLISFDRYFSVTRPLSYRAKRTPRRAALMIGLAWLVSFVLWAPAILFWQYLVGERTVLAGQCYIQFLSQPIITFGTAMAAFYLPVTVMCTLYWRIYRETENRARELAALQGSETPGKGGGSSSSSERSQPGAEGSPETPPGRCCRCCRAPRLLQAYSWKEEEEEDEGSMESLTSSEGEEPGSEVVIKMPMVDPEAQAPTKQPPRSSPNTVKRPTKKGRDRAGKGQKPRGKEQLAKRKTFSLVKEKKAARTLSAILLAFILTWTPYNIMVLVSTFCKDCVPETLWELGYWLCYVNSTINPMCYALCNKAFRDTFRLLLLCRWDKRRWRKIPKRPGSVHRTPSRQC
CHO-K1 Ca ag = nonselective activator or artifact in parental CHO-K1 cells | 360,000 compounds, 0.48% hits | activation, % at 3 µM | Fluo-8 calcium fluorescence; scaled to maximal ATP response, vehicle zero; in the data active = activation above about 15%;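 also: untransfected CHO-K1 host cells lacking M1 receptor as counterscreen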
* hit, by the source's call; nt = not tested or not shown.

SMILES	OXTR potentiate	M1 PAM parental	V1R ag counter	TAAR1 ag	TAAR1 antag	CHO parental Ca	CHO-K1 Ca antag	CHRM1 agonist	CHO-K1 Ca ag
Cc1ccc(Cn2cc(CN3CC(N4CCN(CCN(C)C)CC4)CS3(=O)=O)nn2)cc1 (configuration not stated)	nt	13	nt	1	11	nt	-14	nt	0.1
Cc1ccc(Cl)cc1N1CCN(C(=O)c2noc(C)c2[N+](=O)[O-])CC1	-9	-16	1.7	-1	-25	-6	-2	0	1.6
CN(CC(=O)N1CCN(c2ccccn2)CC1)S(=O)(=O)c1ccc(Cl)cc1	-10	-1	5.0	0	5	-2	-10	-6	3.0
COc1ccc(C(O)c2ncc(-c3ccc4ccccc4c3)[nH]2)cc1F (configuration not stated)	nt	13	nt	13	8	nt	-1	-1	0.7
C=CCNc1nc(NCCN2CCOCC2)nc(OC)n1	-13	-7	0.3	4	-23	-1	6	2	-0.3
CN1CCN(c2ncnc3c2ncn3[C@H]2CN(Cc3ccc(C(=O)O)cc3)C[C@@H](CO)O2)CC1	nt	11	nt	0	0	nt	-16	-1	0.8
Cc1ccc(-c2cn(-c3ccccc3)c(=S)[nH]2)cc1C	-22	0	-0.8	5	7	-15	-22	-6	0.0
Cc1ccc(N(C)C(=O)N2CCN(S(=O)(=O)c3ccc4ccccc4c3)CC2)cc1	-6	-3	0.1	0	7	-9	-7	7	0.0
CC(=O)c1c(N=CN(C)C)nc(C)nc1-c1ccccc1	-9	13	1.1	-1	-5	-7	-13	0	1.5
CCCNC(=O)c1cc(Cl)c(NC(=O)C2=C(C)OCCS2)cc1OC	-14	3	-0.6	6	13	-8	-6	-5	1.9
Cc1cc(N)nc(C)c1C#N	-3	16	0.7	3	11	-5	-7	-6	3.7
Cc1cccc(NC(=O)c2ccc3c(c2)C(=O)N(c2ccccn2)C3=O)c1C	2	12	0.5	1	-11	-5	-6	0	0.3
Cc1ccc(NC(=S)NCc2cccs2)c(C)c1	-14	22	0.2	2	12	-14	-6	-4	0.7
c1ccc(Cc2ccc(OCCn3cncn3)cc2)cc1	-4	12	2.8	0	0	4	-4	-2	1.3
COC(=O)C1=C(C)NC(=O)C1(NC(=O)c1cccnc1)C(F)(F)F (configuration not stated)	-9	11	0.6	12	-8	15	4	-3	0.1
CCCNc1c(NS(=O)(=O)c2ccc(C)c(C)c2)c(=O)oc2ccccc12	-5	-2	2.5	0	-11	-19	-18	-4	3.1
COc1cccc(OC)c1C(=O)NCCN1CCN(C(=O)c2c(OC)cccc2OC)CC1	-13	-8	0.8	2	9	5	13	-2	0.1
CC(C)(C)C1CCSC2=NCCC[C@]2(c2ccccc2)C1 (some centres not stated)	nt	15	nt	-3	11	nt	-22	nt	0.7
COc1ccc(-c2nnn(CC(=O)N3CCN(c4ccc(F)cc4)CC3)n2)cc1	-1	16	0.8	1	-29	-15	-17	-2	1.4
CCCCCCC(C)n1cc(C(C)=O)c(=O)n(C)c1=O (configuration not stated)	-6	20	2.1	2	-3	-11	-9	-10	2.0

Part of the list above, bar-delimited:
smiles | OXTR potentiate | M1 PAM parental | V1R ag counter | TAAR1 ag | TAAR1 antag | CHO parental Ca | CHO-K1 Ca antag | CHRM1 agonist | CHO-K1 Ca ag
COc1cccc(OC)c1C(=O)NCCN1CCN(C(=O)c2c(OC)cccc2OC)CC1 | -13 | -8 | 0.8 | 2 | 9 | 5 | 13 | -2 | 0.1
C=CCNc1nc(NCCN2CCOCC2)nc(OC)n1 | -13 | -7 | 0.3 | 4 | -23 | -1 | 6 | 2 | -0.3
COc1ccc(C(O)c2ncc(-c3ccc4ccccc4c3)[nH]2)cc1F (configuration not stated) | nt | 13 | nt | 13 | 8 | nt | -1 | -1 | 0.7
Cc1ccc(Cn2cc(CN3CC(N4CCN(CCN(C)C)CC4)CS3(=O)=O)nn2)cc1 (configuration not stated) | nt | 13 | nt | 1 | 11 | nt | -14 | nt | 0.1
Cc1ccc(NC(=S)NCc2cccs2)c(C)c1 | -14 | 22 | 0.2 | 2 | 12 | -14 | -6 | -4 | 0.7

Additional compounds follow.
SMILES	OXTR potentiate	M1 PAM parental	V1R ag counter	TAAR1 ag	TAAR1 antag	CHO parental Ca	CHO-K1 Ca antag	CHRM1 agonist	CHO-K1 Ca ag
CC(C)[C@H](NC(=O)[C@@H]1CSCN1C(=O)OC(C)(C)C)C(=O)NCC1CCC(C(=O)O)CC1 (some centres not stated)	-13	19	0.9	8	-10	-9	-20	-2	1.3
Nc1ccccc1SCc1cn2ccccc2n1	-5	17	0.8	0	-5	-16	-12	-10	0.2
Cc1cc(C)n(CCc2nc(-c3cccs3)cs2)n1	-13	-5	12	4	8	-20	6	4	0.2
COc1ccc(-c2cc(C(=O)Nc3cc(C)on3)c3ccccc3n2)c(OC)c1	-7	16	0.2	5	-3	-28	-2	-3	2.0
O=c1[nH]c(SCc2ccccc2[N+](=O)[O-])nc2nc[nH]c12	-2	-6	1.0	-1	6	-4	-11	-5	1.4
COc1ccc(OC)c(-c2c3c([nH]c(=S)c2C#N)CCCC3)c1	-10	-4	-0.9	-1	1	-19	-16	-2	1.3
COc1ccc(NC(=S)N(CCCN2CCCCCC2)Cc2cccs2)cc1	0	-4	-0.2	1	-13	-28	-6	-6	0.0
O=C(CCN1C(=O)c2ccccc2S1(=O)=O)Nc1ccccc1	4	14	1.2	5	1	-13	0	-6	1.7
CC(C)(C)N(Cc1ccccc1)C(=O)COC(=O)C1CC1	7	8	-0.4	0	-14	-8	-5	3	-0.3
N#Cc1cc2c(nc1SCc1ccncc1)CCC2	-4	10	-0.5	8	-21	-4	-8	-8	0.0
COc1ccc(-c2n[nH]c(=S)o2)c(OC)c1	7	2	1.1	3	5	-5	5	-3	0.3
Cc1nn(-c2ccccc2)c(C)c1/C=C1\C(=O)N(C)C(=S)N1C	-5	-13	-1.1	8	-20	26	-6	-5	0.1
O=C(C1CCCN(S(=O)(=O)c2cnc[nH]2)C1)N1CCN(Cc2ccccc2)CC1 (configuration not stated)	-5	22	0.8	nt	nt	1	-16	-6	0.5
CCc1ccc(C(=O)OCC(=O)NCCNC(=O)COC(=O)c2ccc(CC)cc2)cc1	-3	4	0.3	1	-15	-11	-13	-3	0.6
CCOC(=O)c1ccc(NC(=S)N(CCCN2CCCCCC2)Cc2ccco2)cc1	-9	9	2.3	5	-22	-10	-2	-9	1.3
CC(CCN1CCN(c2ccccn2)CC1)c1ccccc1 (configuration not stated)	-8	6	-0.9	-1	-37	-16	-1	-10	-0.5
Cc1onc(-c2ccccc2Cl)c1C(=O)Nc1ccc(-n2nncc2C(C)(C)C)cc1	-7	22	4.8	18	17	20	-22	10	8.8
COc1ccccc1OC1=NS(=O)(=O)c2ccccc21	-2	-3	0.3	6	6	-10	9	-2	0.0
Cc1csc(SC(C)C(=O)NC2CCCCC2C)n1 (configuration not stated)	0	17	-0.8	-1	-18	-3	2	-4	0.2
O=c1cc(-c2ccc(C3CCCCC3)cc2)[nH][nH]1	0	19	0.0	8	-9	2	-7	-6	2.1

Given as a markdown table: part of the list above
| molecule | OXTR potentiate | M1 PAM parental | V1R ag counter | TAAR1 ag | TAAR1 antag | CHO parental Ca | CHO-K1 Ca antag | CHRM1 agonist | CHO-K1 Ca ag |
| --- | --- | --- | --- | --- | --- | --- | --- | --- | --- |
| O=C(C1CCCN(S(=O)(=O)c2cnc[nH]2)C1)N1CCN(Cc2ccccc2)CC1 (configuration not stated) | -5 | 22 | 0.8 | nt | nt | 1 | -16 | -6 | 0.5 |
| CCc1ccc(C(=O)OCC(=O)NCCNC(=O)COC(=O)c2ccc(CC)cc2)cc1 | -3 | 4 | 0.3 | 1 | -15 | -11 | -13 | -3 | 0.6 |
| CCOC(=O)c1ccc(NC(=S)N(CCCN2CCCCCC2)Cc2ccco2)cc1 | -9 | 9 | 2.3 | 5 | -22 | -10 | -2 | -9 | 1.3 |
| CC(CCN1CCN(c2ccccn2)CC1)c1ccccc1 (configuration not stated) | -8 | 6 | -0.9 | -1 | -37 | -16 | -1 | -10 | -0.5 |

(further entries)
SMILES	OXTR potentiate	M1 PAM parental	V1R ag counter	TAAR1 ag	TAAR1 antag	CHO parental Ca	CHO-K1 Ca antag	CHRM1 agonist	CHO-K1 Ca ag
Cc1ccc(C)n1NC(=O)c1ccccc1	-2	0	0.3	0	6	-24	-2	-2	-0.2
N#Cc1ccc(-c2csc(NNC(=O)c3ccc(Br)cc3)n2)cc1	-1	12	3.8	12	0	-3	-12	-4	1.1
Cc1cc(Cl)c(S(=O)(=O)NC2CCCC2)cc1OCC(=O)NC1CCCCC1	-21	10	7.4	25	22	23	0	0	6.1
COCC1CCN(Cc2cn[nH]c2-c2ccc(OC)cc2F)C1 (configuration not stated)	-2	14	1.4	0	1	-11	-9	-14	0.4
